Compound activity (PubChem)
PAX8 reporter – inhibitors of PAX8 transcriptional activity in RMG-I cells | RMG-I TPO-luciferase reporter, SteadyGlo, 24 h | inhibition, % at 12.6 µM | actives 1.2% (n = 360,000) | AID 652154;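 active = mean replicate inhibition at least 60% with every replicate also reaching 60%; inconclusive = only one of the two criteria is met; inactive = mean below 60% and not all replicates reaching 60%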;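 note: luciferase light reporting Pax8 driven TPO promoter activity; plate controls were median of neutral control wells for no effect and mitoxantrone controls for full effect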
SIRT5 block – blocks human SIRT5 desuccinylation of peptide; Q9NXA8; Purified SirT5, succinyl-peptide AMC, trypsin-coupled fluorescence; inhibition, % at 15 µM; actives 1.1% (n = 330,000); in the data active = inhibition above about 15%; inconclusive = no clear call, values can overlap the other calls
Target sequence (Q9NXA8 whole entry, looked up): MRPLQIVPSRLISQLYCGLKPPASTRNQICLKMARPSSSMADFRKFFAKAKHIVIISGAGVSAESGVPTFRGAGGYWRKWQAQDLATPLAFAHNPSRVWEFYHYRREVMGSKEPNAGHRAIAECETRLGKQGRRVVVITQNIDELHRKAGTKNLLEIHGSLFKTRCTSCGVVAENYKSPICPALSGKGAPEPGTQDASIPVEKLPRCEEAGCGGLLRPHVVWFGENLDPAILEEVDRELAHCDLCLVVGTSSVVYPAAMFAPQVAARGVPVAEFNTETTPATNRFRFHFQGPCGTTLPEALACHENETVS
DENV2 CPE – DENV2-induced cell death inhibition | DENV2-infected cells, cytopathic effect rescue, plate reader | CPE inhibition, % at 9.99 µM | actives 1.7% (n = 350,000) | AID 651640; in the data active = CPE inhibition above about 20%, passing the limit was not always enough; inconclusive = no clear call, values can overlap the other calls; tested in BHK-21 cells;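 note: 0% = median of neutral control wells and 100% = median of positive control wells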
CASP6 VEID inh – inhibitors of human caspase-6 | purified caspase-6, Z-VEID-R110 cleavage fluorescence | AID 686996 | inhibition, % at 12.5 µM | actives 0.53% (n = 350,000);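 active = mean inhibition across replicates at least about 35%, with every replicate also reaching that limit, limit read from the data; inconclusive = only one of the two criteria met; inactive = neither criterion met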;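 note: 0% = median of neutral control wells and 100% = no fluorescence left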
Target sequence (P55212 24-179 limits assumed): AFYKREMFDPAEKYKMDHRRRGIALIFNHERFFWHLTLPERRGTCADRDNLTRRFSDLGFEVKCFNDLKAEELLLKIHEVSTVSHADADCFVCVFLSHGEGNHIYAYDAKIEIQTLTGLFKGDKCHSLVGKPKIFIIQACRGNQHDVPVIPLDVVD
Target sequence (P55212 194-293 limits assumed): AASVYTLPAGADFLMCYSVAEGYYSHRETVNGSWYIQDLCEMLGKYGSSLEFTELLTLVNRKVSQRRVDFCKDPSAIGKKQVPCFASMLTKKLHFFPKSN
EWS-Fli inh – blocks EWS/Fli oncoprotein-driven transcription | A673 NR0B1-luciferase reporter, viability-normalised | AID 651661 | inhibition, % at 12.6 µM | actives 0.67% (n = 350,000);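 active = mean inhibition of at least 50% after viability correction, with every replicate also passing that limit; inconclusive = mean reaches 50% but only one of two replicates passes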;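 note: firefly luciferase signal divided by Alamar Blue viability fluorescence both relative to DMSO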
LGR2 antag – blocks bursicon-induced cAMP signaling via Drosophila LGR2 | inhibition, % at 9.99 µM | actives 0.35% (n = 380,000) | AID 720647 | HEK293 LGR2, CRE-luciferase, bursicon-stimulated, 4 h;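 active = drop in luminescence signal, shown as inhibition above about 50% in the replicate tests, limit read from the data, passing the limit was not always enough; inconclusive = probably only some replicates passing the limit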;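 note: agonist challenge used bursicon conditioned medium at about half maximal strength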
ARNT TACC3 PPI – disrupts binding between human ARNT and TACC3. Q9Y6A5. AlphaScreen His-ARNT PAS-B/GST-TACC3 binding, luminescence; TACC3 fragment carries E629A point mutation. inhibition, % at 9.99 µM. actives 0.66% (n = 390,000);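 active = mean inhibition of replicates at least 50% and at least half of replicates each reaching 50%; inconclusive = half or more replicates reach 50% but mean below 50%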;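 note: 0% = complete ARNT plus TACC3 wells and 100% = ARNT alone without TACC3; many hits fall short of the cut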
The depositor's hits bear a star. Compounds as they come; about 4.9% have a hit in one of these screens.

The opening 3 entries as a preview:
`C/C=C/c1cnc2c(c1)C(=O)N([C@H](C)CO)C[C@@H](C)[C@@H](CN(C)C(=O)Nc1ccc(F)cc1)O2` gave PAX8 reporter -17, SIRT5 block 1, DENV2 CPE -1, CASP6 VEID inh -1, EWS-Fli inh 7, LGR2 antag 3 and ARNT TACC3 PPI -10.
Screening CCOc1cc(C(=O)CCC(=O)OCC(=O)Nc2ccc(C)c(S(=O)(=O)N(C)C)c2)ccc1O returned PAX8 reporter -2, SIRT5 block -4, DENV2 CPE 1, CASP6 VEID inh -4, EWS-Fli inh 5, LGR2 antag 4 and ARNT TACC3 PPI 3.
C/C(CC(=O)NC12CC3CC(CC(C3)C1)C2)=N\NC(=O)c1ccc(F)cc1 was read as PAX8 reporter 3, SIRT5 block 1, DENV2 CPE -2, CASP6 VEID inh -4, EWS-Fli inh -14, LGR2 antag 1 and ARNT TACC3 PPI -5.

The whole of this part, previewed entries included:
`C/C=C/c1cnc2c(c1)C(=O)N([C@H](C)CO)C[C@@H](C)[C@@H](CN(C)C(=O)Nc1ccc(F)cc1)O2` gave PAX8 reporter -17, SIRT5 block 1, DENV2 CPE -1, CASP6 VEID inh -1, EWS-Fli inh 7, LGR2 antag 3 and ARNT TACC3 PPI -10.
Screening CCOc1cc(C(=O)CCC(=O)OCC(=O)Nc2ccc(C)c(S(=O)(=O)N(C)C)c2)ccc1O returned PAX8 reporter -2, SIRT5 block -4, DENV2 CPE 1, CASP6 VEID inh -4, EWS-Fli inh 5, LGR2 antag 4 and ARNT TACC3 PPI 3.
C/C(CC(=O)NC12CC3CC(CC(C3)C1)C2)=N\NC(=O)c1ccc(F)cc1 was read as PAX8 reporter 3, SIRT5 block 1, DENV2 CPE -2, CASP6 VEID inh -4, EWS-Fli inh -14, LGR2 antag 1 and ARNT TACC3 PPI -5.
Screening Cc1cn(C2CC(O)C(O)C(CO)O2)c(=O)[nH]c1=O (centres undefined) returned PAX8 reporter -6, DENV2 CPE -2, CASP6 VEID inh 0, EWS-Fli inh -5 and LGR2 antag 7.
`CCOC(=O)C1CCN(c2cc3c(cc2NC(=O)c2ccccc2OCC)n(C)c(=O)n3C)CC1` gave PAX8 reporter 4, SIRT5 block -7, DENV2 CPE 18, CASP6 VEID inh 10, LGR2 antag 15 and ARNT TACC3 PPI 8.
For COc1ccc(S(=O)(=O)N2c3ccccc3NC(=O)CC2C)cc1 (centres undefined) the results were PAX8 reporter 16, SIRT5 block -6, DENV2 CPE -4, CASP6 VEID inh -2, LGR2 antag 2 and ARNT TACC3 PPI -2.
Screening CCN(CC)CC(=O)Nc1cccc(S(=O)(=O)N2CCCC2)c1 returned PAX8 reporter 12, SIRT5 block 1, DENV2 CPE 8, CASP6 VEID inh 1, EWS-Fli inh 5, LGR2 antag -11 and ARNT TACC3 PPI 1.
For COc1ccc2c3c([nH]c2c1)[C@H](CO)N(C(=O)c1ccc(F)cc1)CC31CN(C(=O)Nc2ccc(F)cc2)C1 the results were DENV2 CPE inconclusive, EWS-Fli inh -2 and LGR2 antag -2.
`CCOc1ccc(NC(=O)CN(C)C(=O)c2ccc3c(c2)C(=O)N(CCC(C)C)C3=O)cc1OCC` gave SIRT5 block -4, DENV2 CPE -5, CASP6 VEID inh 0, EWS-Fli inh 3, LGR2 antag 9 and ARNT TACC3 PPI -2.
Screening CN1CCN(C(=O)c2cnn3c(C(F)(F)F)cc(-c4cccs4)nc23)CC1 returned PAX8 reporter 11, LGR2 antag -12 and ARNT TACC3 PPI 1.
`C[C@H]1CN([C@@H](C)CO)C(=O)c2ccccc2-c2ccccc2CO[C@@H]1CN(C)C(=O)c1ccc(F)cc1` gave PAX8 reporter -12, SIRT5 block 1, DENV2 CPE -2, CASP6 VEID inh 1, EWS-Fli inh -2, LGR2 antag 12 and ARNT TACC3 PPI -3.
Screening COC(=O)C1CCN(C(=O)C2CC(=O)N(c3ccc(C)c(Cl)c3)C2)CC1 (centres undefined) returned PAX8 reporter -69, SIRT5 block 1, DENV2 CPE -8, CASP6 VEID inh 3, EWS-Fli inh -43, LGR2 antag -2 and ARNT TACC3 PPI 4.
For C[C@H]1CN([C@@H](C)CO)C(=O)c2cccc(NC(=O)c3ccc(-c4nccs4)cc3)c2O[C@H]1CN(C)CC1CC1 the results were SIRT5 block 2, DENV2 CPE -3, EWS-Fli inh 4, LGR2 antag 5 and ARNT TACC3 PPI -2.
Screening O=C(Nc1cc(F)ccc1F)N[C@@H]1CC[C@@H](CC(=O)N2CCc3ccccc3C2)O[C@@H]1CO returned PAX8 reporter 32, SIRT5 block -1, DENV2 CPE inconclusive, CASP6 VEID inh 1, EWS-Fli inh -7, LGR2 antag 18 and ARNT TACC3 PPI -1.
For COc1ccc(C2C(C(=O)c3ccco3)=C(O)C(=O)N2c2nnc(C)s2)cc1 (centres undefined) the results were PAX8 reporter -19, SIRT5 block -2, DENV2 CPE -7, CASP6 VEID inh -4, EWS-Fli inh -6, LGR2 antag -15 and ARNT TACC3 PPI 0.
`CN(C)CCNC(=O)C1CC(=O)N(c2ccc(F)c(Cl)c2)C1` (centres undefined) gave SIRT5 block -4, DENV2 CPE inconclusive, CASP6 VEID inh -5, EWS-Fli inh -2, LGR2 antag -4 and ARNT TACC3 PPI -5.
Cc1ccc(S(=O)(=O)N(Cc2n[nH]c(=S)n2-c2ccccc2)c2ccccc2)cc1 was read as PAX8 reporter 5, SIRT5 block 0, DENV2 CPE -2, CASP6 VEID inh -2, EWS-Fli inh 3, LGR2 antag -5 and ARNT TACC3 PPI 4.
`CCC(C)N1CCC2(CC1)N=c1c(c3c4c5c(C)c(O)c3c(O)c1=NC(=O)C(C)=CC=C[C@H](C)[C@H](O)[C@@H](C)[C@@H](O)[C@@H](C)[C@H](OC(C)=O)[C@H](C)[C@@H](OC)C=CO[C@@](C)(O5)C4=O)N2` (some centres undefined) gave PAX8 reporter 12, SIRT5 block 7, DENV2 CPE 0, EWS-Fli inh 3, LGR2 antag 5 and ARNT TACC3 PPI 21.
For CC(C)(C)c1ccc(OCCSc2nc3ccccc3n2CC(=O)O)cc1 the results were PAX8 reporter 5, SIRT5 block -1, DENV2 CPE -4, CASP6 VEID inh 3, EWS-Fli inh 15, LGR2 antag 1 and ARNT TACC3 PPI 2.
O=C(CCc1ccc(S(=O)(=O)N2CCOCC2)cc1)OCC(=O)c1ccccc1F was read as PAX8 reporter -5, SIRT5 block -2, DENV2 CPE 10, CASP6 VEID inh 6, EWS-Fli inh 4, LGR2 antag 13 and ARNT TACC3 PPI -4.
`COc1ccc2nc(SCC(=O)N(C)C3CCCCC3)[nH]c2c1` gave PAX8 reporter -24, SIRT5 block 1, DENV2 CPE -3, CASP6 VEID inh -2, EWS-Fli inh -14 and LGR2 antag -13.
Screening CC(C)n1cc(CN2CCC(n3nccc3NC(=O)C3CCCC3)CC2)cn1 returned PAX8 reporter 9, SIRT5 block 4, DENV2 CPE 5, CASP6 VEID inh -22, LGR2 antag -8 and ARNT TACC3 PPI 3.
Screening O=C(CNCc1cccs1)Nc1ccc(OC(F)(F)F)cc1 returned PAX8 reporter -30, SIRT5 block -2, DENV2 CPE 0, CASP6 VEID inh -1, EWS-Fli inh -12, LGR2 antag -21 and ARNT TACC3 PPI -10.
For COc1ccc(C#Cc2ccc([C@H]3[C@H](CO)N4CCCCN(C(=O)c5ccncc5)C[C@@H]34)cc2)cc1 the results were PAX8 reporter -13, SIRT5 block 4, DENV2 CPE 47*, CASP6 VEID inh -1, EWS-Fli inh -14, LGR2 antag -6 and ARNT TACC3 PPI 3.
Screening O=C(C1CCCCC1)N1CC(=O)N2[C@H](CO)[C@H](c3ccc(Br)cc3)[C@H]2C1 returned PAX8 reporter 6, SIRT5 block 0, DENV2 CPE -10, CASP6 VEID inh 3, EWS-Fli inh -5 and LGR2 antag 2.
Screening COc1ccc(-n2c(-c3cccc(OC)c3)nc(=S)c3c2CCCC3)cc1 returned SIRT5 block -7, DENV2 CPE -13, CASP6 VEID inh 0, LGR2 antag -16 and ARNT TACC3 PPI -14.
For CC(C)C(=O)N1CCC1(C)C(=O)Nc1cccc(Oc2ccccc2)c1 (centres undefined) the results were PAX8 reporter 6, DENV2 CPE 14, CASP6 VEID inh -5, EWS-Fli inh -4 and LGR2 antag 6.
Screening O=C(C[C@@H]1C[C@H]2c3cc(NC(=O)C4CCC4)ccc3O[C@H]2[C@@H](CO)O1)NCc1ccncc1 returned PAX8 reporter -5, SIRT5 block -3, DENV2 CPE -5, CASP6 VEID inh -1, EWS-Fli inh -6, LGR2 antag 19 and ARNT TACC3 PPI -5.
`Cc1[nH]c2ccccc2c1/C=N/NC(=O)c1cccc(F)c1` gave PAX8 reporter 20, SIRT5 block -2, DENV2 CPE -5, CASP6 VEID inh 0, EWS-Fli inh -5, LGR2 antag -48 and ARNT TACC3 PPI 2.
`COCCn1c(SCC(=O)N2CCCCC2)nc2c(c1=O)SCC2` gave PAX8 reporter 0, SIRT5 block 2, DENV2 CPE 10, CASP6 VEID inh 0, LGR2 antag 6 and ARNT TACC3 PPI -9.
COc1cc(/C=N/N=C2/C(=O)Nc3ccccc32)ccc1O was read as PAX8 reporter 11, LGR2 antag -40 and ARNT TACC3 PPI 9.
CCC1CCc2sc(C(=O)NCC(c3ccc(OC)cc3)N3CCCC3)cc2C1 (centres undefined) was read as PAX8 reporter 10, SIRT5 block -4, DENV2 CPE 3, CASP6 VEID inh -1, EWS-Fli inh 2, LGR2 antag 4 and ARNT TACC3 PPI 32.
`COc1ccc(OC)c(NC(=O)c2ccc(OCC(=O)N3CCOCC3)c(OC)c2)c1` gave PAX8 reporter 9, SIRT5 block 0, DENV2 CPE inconclusive, CASP6 VEID inh 1, EWS-Fli inh -7, LGR2 antag 6 and ARNT TACC3 PPI -6.
O=C(NN1CCOCC1)c1ccc(Cl)s1 was read as PAX8 reporter -24, SIRT5 block 0, DENV2 CPE -7, CASP6 VEID inh 1, EWS-Fli inh -9, LGR2 antag -28 and ARNT TACC3 PPI -4.
COC(=O)c1ccc(NC(=O)CN2CCN(c3ccccc3)CC2)cc1 was read as SIRT5 block -3, CASP6 VEID inh 1, LGR2 antag 5 and ARNT TACC3 PPI -5.
Screening O=C(O)c1cccc(S(=O)(=O)Nc2ccccc2Cc2ccccc2)c1 returned PAX8 reporter 3, SIRT5 block -2, DENV2 CPE 4, CASP6 VEID inh 3, EWS-Fli inh 4, LGR2 antag 1 and ARNT TACC3 PPI -1.
Screening OC(CN1CCCCC1)c1ccc(Br)cc1 (centres undefined) returned PAX8 reporter -12, DENV2 CPE -1, CASP6 VEID inh -1, EWS-Fli inh -12 and ARNT TACC3 PPI 19.
Screening O=C(CCNC(=O)c1ccc([N+](=O)[O-])cc1)NNC(=O)c1ccccc1F returned PAX8 reporter 4, SIRT5 block -3, DENV2 CPE -11, CASP6 VEID inh 0, EWS-Fli inh -4 and LGR2 antag -5.
Cn1c(N)c(C(=O)COC(=O)CCc2ccccc2)c(=O)n(C)c1=O was read as PAX8 reporter 7, SIRT5 block -6, DENV2 CPE 9, CASP6 VEID inh -4, EWS-Fli inh 4, LGR2 antag -9 and ARNT TACC3 PPI -4.
CCC(=O)N1[C@@H](CO)[C@H](c2ccccc2)C12CN(C(=O)NC1CCCC1)C2 was read as SIRT5 block -2, DENV2 CPE 15, CASP6 VEID inh 1, EWS-Fli inh -3 and LGR2 antag -2.
For O=C(N[C@H]1CC[C@H](CCNC(=O)C2CCC2)O[C@H]1CO)c1ccccn1 the results were PAX8 reporter 2, SIRT5 block 3, DENV2 CPE -5, CASP6 VEID inh -1, EWS-Fli inh -5, LGR2 antag -13 and ARNT TACC3 PPI -11.
Screening CCCC(=O)N1CCC2(CC1)CN(Cc1ccccc1F)[C@H](CO)c1c2c2ccc(OC)cc2n1C returned PAX8 reporter 2, SIRT5 block 5, DENV2 CPE -6, CASP6 VEID inh -2, EWS-Fli inh 13 and LGR2 antag 8.
`O=C(CN1CCN(C(=O)C2CCN(C(=O)/C=C/c3ccccc3)CC2)CC1)Nc1ccc(F)cc1` gave PAX8 reporter -2, SIRT5 block -3, DENV2 CPE inconclusive, CASP6 VEID inh -1, EWS-Fli inh -2, LGR2 antag 8 and ARNT TACC3 PPI -3.
